ATG4B inh: inhibitors of human ATG4B cysteine protease | inhibition, % at 8.33 µM | 340,000 compounds, 0.51% hits | AID 504462 | ATG4B cleavage of LC3-PLA2, NBD-HPC fluorescence, 1 h; in the data active = inhibition above about 40%
hIAP inh: human IAP inhibition; 330,000 compounds, 0.12% hits; purified IAP, CDP-Star luminescence, 30 min; P09923; inhibition, % at 10 µM;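 active = inhibition reaching a set limit with compound at 10 µM in the primary screen, cut at about 35% in these data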;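 also: plate controls were DMSO wells with enzyme for no effect and no-enzyme buffer wells for full effect; values of inactives mirror those of a sister screen read the other way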
mIAP activ: increases mouse intestinal alkaline phosphatase activity; activation factor at 10 µM; muIAP, CDP-Star luminescence, 30 min; hits give high values; 1 = vehicle-only enzyme signal, 0 = enzyme-free wells; 330,000 compounds, 0.24% hits;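 active = activation factor of at least 2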; also: the source names both 10 and 20 µM as test concentration; values of inactives mirror those of a sister screen read the other way
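also added = chemiluminescent substrate CDP-Star | test system = mouse IAP enzyme | signal = chemiluminescence readout | compound = DMSO-dissolved test compounds | incubation = 30 min at room temperature | benchmarks = DMSO wells, no-enzyme wells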
hIAP act: human IAP activation; purified human IAP, CDP-Star luminescence, 30 min; hits give high values; 1 = vehicle-only enzyme, 0 = enzyme-free background; activation factor at 10 µM; 330,000 compounds, 0.16% hits;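 active = activation factor of the enzyme at least 2-fold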; also: the source names both 10 and 20 µM as test concentration; values of inactives mirror those of a sister screen read the other way
APOBEC3A inh: human APOBEC3A DNA deaminase inhibition | AID 493011 | P31941 | 330,000 compounds, 0.41% hits | inhibition, % at 20 µM | recombinant A3A, FAM/TAMRA ssDNA deamination fluorescence;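 active = at least 40% inhibition at 20 µM here, with at most 30% in a related deaminase screen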;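 also: plate controls were A3A with DMSO for no effect and wells lacking A3A enzyme for full effect; some results filed as inactive read as strong as hits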
Target sequence (P31941 whole entry, looked up): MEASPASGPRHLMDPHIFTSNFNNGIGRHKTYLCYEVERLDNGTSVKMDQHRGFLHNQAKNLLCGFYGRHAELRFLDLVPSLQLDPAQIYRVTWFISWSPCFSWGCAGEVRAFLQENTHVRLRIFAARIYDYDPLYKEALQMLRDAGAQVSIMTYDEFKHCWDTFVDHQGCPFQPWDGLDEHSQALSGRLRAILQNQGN
HKDC1 inhibitor: blocks human hexokinase HKDC1 activity; 340,000 compounds, 0.16% hits; inhibition, % at 20 µM; recombinant HKDC1, G6PDH/diaphorase resazurin coupled fluorescence; AID 493160; Q2TB90;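 active = inhibition above about 35% when tested at 20 µM, limit read from the data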;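 also: plate controls were DMSO wells with enzyme for no effect and DMSO wells lacking enzyme for full effect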
Target sequence (Q2TB90 whole entry, looked up): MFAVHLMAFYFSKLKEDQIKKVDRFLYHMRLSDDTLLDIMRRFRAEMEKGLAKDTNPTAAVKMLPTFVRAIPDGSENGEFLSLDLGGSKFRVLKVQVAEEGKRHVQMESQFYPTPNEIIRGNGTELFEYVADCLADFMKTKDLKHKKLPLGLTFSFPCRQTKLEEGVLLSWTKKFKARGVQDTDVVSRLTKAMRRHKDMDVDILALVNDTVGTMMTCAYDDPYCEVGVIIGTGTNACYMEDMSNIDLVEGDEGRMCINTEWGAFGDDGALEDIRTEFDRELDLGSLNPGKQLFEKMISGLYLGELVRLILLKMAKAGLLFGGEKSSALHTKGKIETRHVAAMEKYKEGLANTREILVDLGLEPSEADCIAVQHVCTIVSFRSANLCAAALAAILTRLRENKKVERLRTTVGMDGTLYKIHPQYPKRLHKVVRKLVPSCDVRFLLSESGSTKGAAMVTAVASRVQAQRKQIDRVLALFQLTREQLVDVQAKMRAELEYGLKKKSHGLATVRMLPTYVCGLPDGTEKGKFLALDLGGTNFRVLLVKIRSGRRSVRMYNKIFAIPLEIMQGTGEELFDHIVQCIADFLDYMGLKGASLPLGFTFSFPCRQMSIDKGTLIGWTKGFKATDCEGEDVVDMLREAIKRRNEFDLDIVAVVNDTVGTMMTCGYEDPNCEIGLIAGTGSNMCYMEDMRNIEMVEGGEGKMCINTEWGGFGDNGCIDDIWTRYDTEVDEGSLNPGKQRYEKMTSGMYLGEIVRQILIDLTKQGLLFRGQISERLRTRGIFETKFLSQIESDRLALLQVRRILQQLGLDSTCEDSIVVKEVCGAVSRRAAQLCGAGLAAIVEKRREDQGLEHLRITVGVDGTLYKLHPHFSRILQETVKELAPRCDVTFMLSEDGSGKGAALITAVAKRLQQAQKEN
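Incubation: 90 min at room temperature in dark / Material: recombinant HKDC1 (HK5) hexokinase enzyme, produced in-house / Quantity: enzyme 5 µg/mL final / Compound: one dose of 20 µM, 1% DMSO / Reagent: glucose and ATP substrates / Buffer or medium: Tris pH 8.0 buffer with MgCl2, Tween-20, BSA, BME / Technique: resorufin fluorescence at 613 nm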
PfG6PD inh: PfG6PD (Plasmodium falciparum) enzyme inhibition; PfGluPho enzyme, NADPH resazurin-diaphorase fluorescence; inhibition, % at 20 µM; 350,000 compounds, 0.78% hits; AID 504690;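 active = inhibition reaching at least a set limit at 20 µM in the primary screen, cut at about 59% in these data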;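 also: 0% = DMSO wells with substrate and 100% = DMSO wells lacking glucose-6-phosphate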
mIAP inh: mouse IAP inhibition. purified mouse IAP, CDP-Star luminescence, 30 min. inhibition, % at 10 µM. 330,000 compounds, 0.2% hits;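 active = inhibition of at least 40% at 10 µM in the primary screen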;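 also: plate controls were DMSO with enzyme for no effect and no enzyme wells for full effect; values of inactives mirror those of a sister screen read the other way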
* marks the source's active call; other numbers are inactive results.

SMILES	ATG4B inh	hIAP inh	mIAP activ	hIAP act	APOBEC3A inh	HKDC1 inhibitor	PfG6PD inh	mIAP inh
CCOC(=O)C(=O)Nc1nnc(Cc2ccc(OC)c(OC)c2)s1	2	-4	1.1	1	-3	7	-3	-5
Cc1ccc(N=C(c2cccs2)N2CCOCC2)cc1	-5	-1	0.98	1	0	-2	-9	2
COc1cc(C(=O)NNC(=O)COc2ccc(Cl)cc2)ccc1OCC(=O)N1CCOCC1	5	-29	0.97	1.3	-2	1	-14	3
COc1ccc(/C(C)=N/N=C(\C)c2ccc(OC)cc2OC)c(OC)c1	-5	29	0.98	0.71	-2	-9	0	2
CCOc1ccc(-n2cc(-c3ccc(OC)c(OC)c3)[nH]c2=S)cc1	-10	2	1	0.98	-4	3	66*	-1
CC(=O)Nc1cccc2c1C(=O)N(c1ccccc1OC(C)=O)C2=O	6	-2	1.1	1	-7	2	-24	-7
COc1cc2c(cc1NC(=O)/C=C/c1cc(OC)c(OC)c(OC)c1)oc1ccccc12	6	21	0.96	0.79	7	-3	7	4
Cc1cc(CN2C(=O)c3ccccc3C2=O)on1	-5	8	1	0.92	0	-6	-13	-2
CCCCS(=O)Cc1ccccc1 (configuration not stated)	-11	3	0.96	0.97	0	-9	-23	4
Cc1ccc(NC2CCCN(C(=O)CCc3cn[nH]c3)C2)cc1C (configuration not stated)	2	-6	0.99	1.1	0	-1	13	0
Cc1cc(C)c2c(n1)nn1c(C)c(CCC(=O)NCc3ccco3)c(C)nc21	1	-8	0.99	1.1	1	6	6	1
CCOc1ccc(NC(=O)c2cc(S(=O)(=O)N3CCOCC3)cn2C)cc1	1	-19	1.1	1.2	-4	-1	-5	-11
Cc1ccc(CN(C)C(=O)c2cccc(S(=O)(=O)N3CCN(Cc4ccccc4)CC3)c2)o1	-3	1	0.95	0.99	-3	-2	-13	5
CC(C)c1c(O)nc(SCc2ccc(F)cc2)[nH]c1=O	-5	-11	0.98	1.1	-3	-5	-4	2
N#CCOc1ccccc1/C=C/c1nc2ccccc2c(=O)[nH]1	-9	6	0.84	0.94	1	1	8	16
CCOc1cc2c(cc1OCC)C(c1ccc(F)cc1)NCC2 (configuration not stated)	-3	1	0.97	0.99	6	-6	4	3
O=C(CN1c2cccc3cccc(c23)S1(=O)=O)Nc1cccc(S(=O)(=O)N2CCOCC2)c1	-25	-3	1.1	1	3	17	8	-7
CC(Nc1ccccc1)c1cccnc1 (configuration not stated)	1	15	0.99	0.85	1	3	-4	1
CCOC(=O)C1CCCNC1=O (configuration not stated)	-8	-26	1	1.3	2	-1	-4	-1
COc1ccccc1C(=O)NC1CC2CCC(C1)N2Cc1ccccc1 (configuration not stated)	0	-21	0.93	1.2	-2	-8	7	7
CCOC(=O)c1c(NC(=O)c2ccoc2C)sc2c1CCC2	8	2	0.86	0.97	-2	5	-5	14
CCOC(=O)Nc1ccc2c(COC(=O)CN(C)S(=O)(=O)c3ccc(C)cc3)cc(=O)oc2c1	-4	1	0.85	0.99	7	-5	-9	15
CSCC[C@H](NC(=O)C1CCN(C(=O)[C@H](Cc2ccccc2)NS(=O)(=O)c2ccc(C)cc2)CC1)C(=O)O	2	-3	0.94	1	-4	-5	-7	6
COc1ccc(OCC(=O)Nc2cccc(C(C)=O)c2)cc1	-14	-12	1.1	1.1	3	-4	5	-12
O=C(NNc1ncnc2ccccc12)c1cccc(Cl)c1	-7	-77	0.95	1.8	2	1	7	5
COc1cc2ccccc2cc1C(=O)OCc1nc2ccsc2c(=O)[nH]1	-5	10	0.97	0.91	1	-6	4	3
CC1=NN(C(=O)c2cccnc2)C(O)(C(F)(F)F)C1 (configuration not stated)	0	0	0.88	1	-1	-1	-22	12
Cc1nnc(SCC(=O)NCc2cccs2)n1-c1ccccc1	-3	-113	0.89	2.1*	-3	-2	-4	11
CCSc1nnc(NC(=O)CN(C)S(=O)(=O)c2ccc(F)cc2)s1	6	-11	0.84	1.1	1	7	0	16
COC(=O)C(NC(=O)c1ccccc1)=C1C=C(C)OC(C)=C1	3	4	1	0.96	-1	-8	-3	-1
O=C(CSc1ccc([N+](=O)[O-])cn1)Nc1ccc2c(c1)OCO2	-9	1	1.1	0.99	2	-1	22	-6
CCCCC(=O)Nc1ccc(NC(=S)NC(=O)c2cccs2)cc1OC	-8	-11	0.9	1.1	-2	-7	22	10
CCOC(=O)c1c(O)cc(C)cc1Nc1ccccc1	2	1	0.92	0.99	-1	6	-4	8
COc1ccccc1CNC(=O)C(C)n1nc(C)n2c(cc3occc32)c1=O (configuration not stated)	1	-4	1	1	-4	-3	4	-4
CCOc1ccc(C(=O)CCc2nc3ccccc3s2)cc1	-10	12	0.98	0.88	-2	17	-12	2
O=C(CCc1nc2ccccc2[nH]c1=O)OCC(=O)N1CCc2ccccc21	-13	3	0.95	0.97	0	-2	6	5
O=C(c1csc2c1CCCC2)N1CCN(c2ncccn2)CC1	10	-4	1	1	0	6	-8	0
CCOCCCNC(=O)C(c1ccc(Cl)cc1)N(Cc1cccs1)C(=O)CNC(C)=O (configuration not stated)	-5	-14	1.1	1.1	-4	3	-5	-12
Cc1cccc(N2CC(C)Cn3c2nc2c3c(=O)[nH]c(=O)n2C)c1 (configuration not stated)	8	-18	0.93	1.2	-2	8	-22	8
Cc1ccc([N+](=O)[O-])c(OCCN2CCCCCC2)c1	2	8	0.96	0.92	4	-4	17	4

Shown field by field: part of the list above
> COc1ccccc1CNC(=O)C(C)n1nc(C)n2c(cc3occc32)c1=O (configuration not stated)
  ATG4B inh: 1	hIAP inh: -4	mIAP activ: 1	hIAP act: 1	APOBEC3A inh: -4	HKDC1 inhibitor: -3	PfG6PD inh: 4	mIAP inh: -4

> CCOc1ccc(C(=O)CCc2nc3ccccc3s2)cc1
  ATG4B inh: -10	hIAP inh: 12	mIAP activ: 0.98	hIAP act: 0.88	APOBEC3A inh: -2	HKDC1 inhibitor: 17	PfG6PD inh: -12	mIAP inh: 2

> O=C(CCc1nc2ccccc2[nH]c1=O)OCC(=O)N1CCc2ccccc21
  ATG4B inh: -13	hIAP inh: 3	mIAP activ: 0.95	hIAP act: 0.97	APOBEC3A inh: 0	HKDC1 inhibitor: -2	PfG6PD inh: 6	mIAP inh: 5

> O=C(c1csc2c1CCCC2)N1CCN(c2ncccn2)CC1
  ATG4B inh: 10	hIAP inh: -4	mIAP activ: 1	hIAP act: 1	APOBEC3A inh: 0	HKDC1 inhibitor: 6	PfG6PD inh: -8	mIAP inh: 0

Later entries:
SMILES	ATG4B inh	hIAP inh	mIAP activ	hIAP act	APOBEC3A inh	HKDC1 inhibitor	PfG6PD inh	mIAP inh
Cc1cc(C)c(S(=O)(=O)N2CCN(C(=O)CN3C(=O)NC4(CCCC4)C3=O)CC2)c(C)c1	4	-38	0.88	1.4	-2	-2	-18	12
CC1(C)Cc2ccccc2-c2[nH]c(=S)[nH]c(=O)c21	-2	-1	0.96	1	-2	4	-9	4
CN(C(=O)Cn1nc(C(=O)O)c2ccccc2c1=O)C1(C#N)CCCCC1	1	-7	1.1	1.1	2	-7	-2	-8
Cc1cc(C)nc(NS(=O)(=O)c2ccc(N3C(=O)C4C5C=CC(C5)C4C3=O)cc2)n1 (configuration not stated)	5	12	1.1	0.88	-2	2	-12	-7
CCCNc1c(NS(=O)(=O)c2ccc(OC)c(OC)c2)c(=O)oc2ccccc12	2	6	0.99	0.94	-2	-5	-8	1
CCCc1nnc(NC(=O)CCC(=O)N2CCN(c3nc(C)cc(C)n3)CC2)s1	-1	-22	1.1	1.2	0	-4	-6	-14
O=C(Cc1c[nH]c2ccccc12)NCc1ccco1	11	-1	0.89	1	0	-6	-4	11
CNc1cc(N2CCCC2)ccc1[N+](=O)[O-]	-4	20	0.9	0.8	-2	-6	14	10
Cc1ccccc1-c1nc(C(=O)NCC2CCCO2)cc2c1[nH]c1ccccc12 (configuration not stated)	-13	3	1.1	0.97	2	0	60*	-6
CC1CN(C(=O)c2cccc(S(=O)(=O)Nc3cc(Cl)ccc3Cl)c2)CC(C)O1 (configuration not stated)	-4	10	0.91	0.9	-1	-3	7	9
Cc1ccc(OCCC(=O)NNC(=O)c2ccc(Br)cc2)cc1	-10	-21	0.92	1.2	-2	-6	11	8
CN1CCN(C(=O)C2(NC(=O)NCc3ccccc3)CCCCC2)CC1	-6	-9	0.97	1.1	-1	-4	-12	3
Cc1ccc(C(=O)Nc2cc([N+](=O)[O-])ccc2C)cc1	-6	-10	0.88	1.1	-4	9	26	12
Cc1c(-c2nc(N)nc(Nc3ccccc3)n2)oc2ccccc12	-12	-4	0.86	1	-13	0	29	14
Cc1onc(-c2ccccc2Cl)c1C(=O)OCC(=O)N1CCCCC1	-4	-6	0.96	1.1	-2	-2	-3	4
CC(C)CN1C(=O)C(=O)N(CC(=O)NCc2ccc3c(c2)OCO3)C1=O	6	-14	0.98	1.1	1	-4	0	2
CCOc1ccc(C(=O)CCC(=O)Nc2ncccc2O)cc1	7	0	0.98	0.99	-3	5	8	2
COc1ccc([N+](=O)[O-])cc1NS(=O)(=O)Cc1ccccc1	-2	-6	0.96	1.1	-5	-4	1	4
O=C(Nc1ccc(S(=O)(=O)C(F)F)cc1)c1cccc(S(=O)(=O)N2CCOCC2)c1	-18	-7	0.95	1.1	-3	-5	0	5
CC(=O)NC1=NC(=O)C(C)S1 (configuration not stated)	-8	-12	0.95	1.1	-7	-4	6	5
O=C(COC(=O)c1cc(S(=O)(=O)NCc2ccccc2)ccc1O)c1cc2ccccc2o1	8	8	0.92	0.92	11	-4	-35	8
COc1ccc(CNc2ccc(S(=O)(=O)N3CCN(C)CC3)cn2)cc1OC	-7	-6	1	1.1	1	-3	-9	-3
O=C(Nc1ccncc1)c1ccc(Cl)c(Cl)c1	4	-16	1	1.2	-4	-6	-2	0
CCCCSc1nc(C)c(CC(=O)O)c(=O)[nH]1	-7	8	0.99	0.92	-5	-11	-22	1
CCCn1c(=O)c(C(=O)Nc2ccccc2C(=O)OC)c(O)c2ccccc21	1	10	0.92	0.9	-1	-2	-10	8
COc1cc(NC(=O)CSc2nnc3ccc(-c4ccncc4)nn23)cc(OC)c1	-6	8	0.97	0.92	1	1	8	3
CC1(C)Cc2c(sc(NC(=O)/C=C/C(=O)O)c2C#N)CO1	5	-8	0.97	1.1	6	-5	5	3
CN1CCN(c2ccc(Cl)cc2NC(=O)c2cccc(S(=O)(=O)N(C)C)c2)CC1	3	-5	0.94	1.1	3	-9	12	6
Cn1c(COc2ccccc2)nnc1SCCN1CCOCC1	11	20	0.9	0.8	0	-3	-11	10
O=C(NC1CCCCC1)C(c1ccc(F)cc1)N(C(=O)Cc1ccsc1)c1ccc(F)cc1 (configuration not stated)	-7	-6	1.1	1.1	1	-15	-6	-10
CCOC(=O)c1cc(C#N)c(N2CCN(c3ccccn3)CC2)nc1-c1ccccc1	10	14	0.97	0.86	-2	0	-8	3
CCOC(=O)c1sc2nc(N3CCCC3)c3c(c2c1N)CC(C)(C)OC3	-9	12	1	0.88	-4	2	-3	-2
Cc1ccc(NC(=O)c2ccc3nc[nH]c3c2)nc1	1	10	0.88	0.91	9	3	1	12
Cc1ccc(NC2=CC(=O)CC(c3ccco3)C2)c(N)c1 (configuration not stated)	15	10	0.92	0.9	2	2	13	8
COc1ccc(NCc2n[nH]nc2-c2ccccc2)cc1Cl	13	-6	0.99	1.1	-2	5	-10	1
O=C(CC1C(=O)NCCN1C(=O)Nc1ccc(F)cc1)Nc1ccc(F)cc1 (configuration not stated)	-4	-12	1.1	1.1	-3	-5	-18	-6
O=S(N1CCCCC1)C12CC3CC(CC(C3)C1)C2 (configuration not stated)	-2	-12	0.94	1.1	1	16	-23	6
